# Screening results from PubChem.
# CRFBP-R2 agonist = CRF-BP/CRF-R2 complex agonism. HEK293 CRF-R2/CRF-BP, calcium dye fluorescence (FLIPR); percent of saturating CRF peptide response. actives 0.46% (n = 350,000). activation, % at 13.2 µM;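 active = activation of at least 50%, plus an integration ratio under a set limit after plate pattern correction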;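 note: plate controls were neutral control wells without compound for no effect and CRF at EC100 for full effect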
# M1 PAM = potentiates human M1 receptor response to acetylcholine; P11229; actives 0.088% (n = 360,000); activation, % at 3 µM; CHO-K1 hM1, Fluo-8 calcium fluorescence, ACh EC20; 0% = ACh EC20, 100% = maximal ACh; AID 588819; in the data active = activation above about 19%, passing the limit was not always enough
# Target sequence (P11229 whole entry, looked up): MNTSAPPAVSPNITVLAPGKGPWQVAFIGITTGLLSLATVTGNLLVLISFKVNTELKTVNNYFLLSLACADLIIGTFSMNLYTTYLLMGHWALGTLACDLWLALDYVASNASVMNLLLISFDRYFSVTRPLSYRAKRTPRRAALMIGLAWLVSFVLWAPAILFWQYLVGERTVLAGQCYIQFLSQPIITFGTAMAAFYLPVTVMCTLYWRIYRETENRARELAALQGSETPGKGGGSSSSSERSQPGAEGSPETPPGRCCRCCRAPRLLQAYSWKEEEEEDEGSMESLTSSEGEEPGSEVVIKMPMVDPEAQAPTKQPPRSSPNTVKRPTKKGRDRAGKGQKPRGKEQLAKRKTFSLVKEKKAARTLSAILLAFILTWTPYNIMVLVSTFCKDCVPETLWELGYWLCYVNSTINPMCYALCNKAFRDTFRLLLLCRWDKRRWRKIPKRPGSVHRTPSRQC
# M1 antag = blocks human M1 muscarinic receptor. P11229. CHO-K1 hM1, Fluo-8 calcium fluorescence, ACh EC80 antagonist. inhibition, % at 3 µM. actives 1.3% (n = 360,000);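 active = percent inhibition above its own plate's cutoff, namely the mean of that plate's compound wells plus 3 SD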;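 note: peak over basal fluorescence ratio during 140 s after agonist addition; 0% = ACh EC80 plus DMSO and 100% = DMSO alone without agonist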
# CHRM5 antagonist = blocks acetylcholine activation of human M5 receptor | AID 624040 | CHO-hM5 cells, Fluo-8 calcium fluorescence, ACh EC80 | actives 0.59% (n = 360,000) | P08912 | inhibition, % at 3 µM;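 active = inhibition above a per-plate cutoff, the mean of that plate's test compounds plus 3 SD, cut at about 27% in these data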;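 note: 0% = acetylcholine EC80 with DMSO and 100% = DMSO without agonist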
# M4 antag = antagonists of human muscarinic M4 receptor (CHRM4); actives 0.73% (n = 360,000); AID 624125; inhibition, % at 3 µM; CHO-hM4 cells, ACh EC80, Fluo-8 calcium fluorescence;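 active = inhibition above its plate's cutoff, the mean inhibition of sample wells plus 3 SD, cut at about 27% in these data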;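 note: 0% = acetylcholine EC80 with DMSO and 100% = DMSO without agonist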
# Target sequence (P08173 whole entry, looked up): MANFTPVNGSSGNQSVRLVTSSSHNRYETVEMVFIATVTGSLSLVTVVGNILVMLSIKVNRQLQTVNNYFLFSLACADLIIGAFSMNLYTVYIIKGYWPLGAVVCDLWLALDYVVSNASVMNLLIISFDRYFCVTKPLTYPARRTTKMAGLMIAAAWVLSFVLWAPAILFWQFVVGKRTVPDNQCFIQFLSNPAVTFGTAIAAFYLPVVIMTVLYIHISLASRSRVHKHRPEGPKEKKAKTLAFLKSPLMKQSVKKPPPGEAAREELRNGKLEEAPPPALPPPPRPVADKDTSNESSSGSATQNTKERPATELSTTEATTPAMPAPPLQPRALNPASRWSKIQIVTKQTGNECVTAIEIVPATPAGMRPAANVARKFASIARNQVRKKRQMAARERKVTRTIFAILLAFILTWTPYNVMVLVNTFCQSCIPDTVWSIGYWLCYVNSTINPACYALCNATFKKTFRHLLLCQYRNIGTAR
# CHRM4 agonist = CHRM4 agonism in calcium assay; P08173; CHO-K1 hM4/Gqi5, Fluo-8 calcium fluorescence; vehicle 0%, full acetylcholine response 100%; activation, % at 3 µM; actives 0.14% (n = 360,000);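 active = activation above the run mean over all test wells plus 3 SD, cut at about 32% in these data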;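 note: peak over basal fluorescence ratio per well then scaled between controls; 0% = DMSO wells and 100% = acetylcholine at EC100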
# CHRM5 agonist = agonists of human muscarinic M5 receptor (CHRM5); CHO-K1 hM5 cells, Fluo-8 calcium fluorescence; 0% DMSO wells, 100% maximal acetylcholine response; activation, % at 3 µM; actives 0.19% (n = 360,000);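 active = activation above the run's mean over test compounds plus 3 SD, cut at about 23% in these data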;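 note: signal is peak over basal fluorescence ratio across the kinetic read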
# CHRM5 PAM = potentiates acetylcholine response at human M5 receptor | P08912 | CHO-K1 hM5, Fluo-8 calcium, ACh EC20 PAM; 0% = ACh EC20, 100% = ACh EC100 | activation, % at 3 µM | actives 0.3% (n = 360,000);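 active = activation above the run cutoff, the mean activation of all test compounds plus 3 SD, cut at about 18% in these data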
#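 System – CHO-K1 hM5 cells · Compound – 3 µM, single dose · Incubation – compound preincubation 140 s before EC20 acetylcholine addition · Technique – Fluo-8 calcium fluorescence · Measure – Max/basal fluorescence ratio as % of EC20–EC100 ACh window · Benchmarks – low control EC20 acetylcholine (0%), high control EC100 acetylcholine (100%) · Replication – singlicate, one well per test compound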
# CHRM4 PAM = positive allosteric modulators of human muscarinic M4 receptor; P08173; CHO-K1 hM4/Gqi5, Fluo-8 calcium fluorescence, ACh EC20; 0% = ACh EC20, 100% = maximal ACh; activation, % at 3 µM; actives 0.4% (n = 360,000);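 active = activation above its plate's cutoff, the mean activation of sample wells plus 3 SD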; note: some results filed as inactive read as strong as hits
# An asterisk follows results filed as active; · = no result given.
SMILES,CRFBP-R2 agonist,M1 PAM,M1 antag,CHRM5 antagonist,M4 antag,CHRM4 agonist,CHRM5 agonist,CHRM5 PAM,CHRM4 PAM
Cc1cc(=O)n2c3ccccc3n(CC(O)CN3CCOCC3)c2c1C#N (stereo not given),1.4,5,-13,6,5,1,-1,7,-8
CCN(CC(=O)Nc1c(F)cccc1F)C(=O)c1ccc2c(c1)OCCO2,-2.0,14,-3,1,-21,2,1,2,37*
Cc1cccc(NC(=S)NC2CC3C=CC2C3)c1 (stereo not given),-1.6,12,-16,-5,-4,4,-7,1,-8
COc1ccccc1N1CC(C)(C)C(=O)N(C(=O)c2ccc(C)cc2)C1=S,-1.4,-5,7,16,5,16,-1,-21,-36
Cc1cccc(C)c1NC(=O)c1ccc(N2CCCC2=O)cc1,-0.2,4,-2,3,2,2,2,4,-1
COc1ccc(SC[C@H](Cc2ccccc2)N2CC[C@@H](C)CCC2=O)cc1,0.5,2,-6,10,-2,2,-1,-7,-3
CC(NS(=O)(=O)c1ccc(Br)cc1)C(=O)NCCc1ccccc1 (stereo not given),-0.2,-2,10,-4,-10,2,0,4,5
COc1ccc(CN2C[C@]3(CO)O[C@@H](CO)C[C@@H]3S2(=O)=O)cc1,0.2,11,-14,-5,8,1,0,0,-3
O=C(Nc1ccc2c(c1)OCO2)C1CCCN1C(=O)NCc1ccccc1 (stereo not given),0.8,7,-10,0,4,1,-7,-2,1
Cc1ccccc1NC(=O)Nc1nc(CN(C)C)cs1,·,5,-12,-4,-20,2,3,5,1
COc1ccccc1C(=O)NNC(=O)C(=O)NC1CCCCC1,-0.7,15,-14,-12,-9,0,-2,12,-4
O=C(Nc1ccc2c(c1)ncn2C1CCCCC1)c1ccco1,6.3,4,-2,2,-1,5,0,-3,-3
CN(Cc1ccon1)Cc1cn(C)nc1-c1ccc(Oc2ccccc2)cc1,-1.2,3,-3,7,23,5,-1,9,-8
COc1cccc(NC(=O)C(=O)NCCC2CCCCN2S(=O)(=O)c2cccs2)c1 (stereo not given),5.0,5,-6,4,-18,7,0,-9,1
O=C(Cc1ccccc1)Nc1ccccc1C(=O)N1CCN(c2ccccc2)CC1,-1.4,4,-5,-10,-13,4,0,-2,2
O=C(Nc1ccc(Br)cc1)c1cccc(S(=O)(=O)Nc2cnc3ccccc3c2)c1,-0.1,-7,18,18,14,12,3,-12,-16
COC(=O)C1(C(=O)OC)C[C@H](c2ccc(OC)cc2)N(Cc2ccccc2OC)[C@@H]1c1ccc(OC)cc1,·,·,·,-11,-14,1,-1,-6,4
CC(C)c1ccc(NC(=O)C2CCCN(S(=O)(=O)c3cnc[nH]3)C2)cc1 (stereo not given),2.6,3,-7,-3,10,0,3,-3,1
CC(C)(Oc1ccc(Cl)cc1)C(=O)OCc1nc2ccsc2c(=O)[nH]1,-2.2,-4,5,-2,-4,0,-3,9,9
C[C@@H]1CN([C@@H](C)CO)C(=O)c2c(c3ccccc3n2C)-c2ccccc2CO[C@H]1CN(C)C(=O)[C@H](Cc1ccccc1)N(C)C,2.2,-9,12,1,0,3,0,1,0

# 4 compounds from above, ordered by the value under CHRM5 antagonist, descending:
SMILES,CRFBP-R2 agonist,M1 PAM,M1 antag,CHRM5 antagonist,M4 antag,CHRM4 agonist,CHRM5 agonist,CHRM5 PAM,CHRM4 PAM
O=C(Nc1ccc(Br)cc1)c1cccc(S(=O)(=O)Nc2cnc3ccccc3c2)c1,-0.1,-7,18,18,14,12,3,-12,-16
COc1ccc(SC[C@H](Cc2ccccc2)N2CC[C@@H](C)CCC2=O)cc1,0.5,2,-6,10,-2,2,-1,-7,-3
O=C(Nc1ccc2c(c1)ncn2C1CCCCC1)c1ccco1,6.3,4,-2,2,-1,5,0,-3,-3
C[C@@H]1CN([C@@H](C)CO)C(=O)c2c(c3ccccc3n2C)-c2ccccc2CO[C@H]1CN(C)C(=O)[C@H](Cc1ccccc1)N(C)C,2.2,-9,12,1,0,3,0,1,0

# Only M4 antag, for some of the entries so far:
Structure	M4 antag
CCN(CC(=O)Nc1c(F)cccc1F)C(=O)c1ccc2c(c1)OCCO2	-21
Cc1cccc(NC(=S)NC2CC3C=CC2C3)c1 (stereo not given)	-4
COc1ccccc1N1CC(C)(C)C(=O)N(C(=O)c2ccc(C)cc2)C1=S	5

# More structures follow:
SMILES,CRFBP-R2 agonist,M1 PAM,M1 antag,CHRM5 antagonist,M4 antag,CHRM4 agonist,CHRM5 agonist,CHRM5 PAM,CHRM4 PAM
COc1ccc(CNS(=O)(=O)c2ccc3c(c2)NC(=O)C(C)S3)cc1 (stereo not given),-1.5,-2,0,9,-7,9,3,-5,-3
CN(CCNC(=O)C1CC(=O)N(c2ccc(F)c(Cl)c2)C1)Cc1ccccc1 (stereo not given),-0.4,-12,11,0,16,5,-1,-1,4
CC(C)C(=O)Nc1cccc(-c2nc3ccccc3o2)c1,-0.3,8,-13,3,8,3,-5,7,0
CC(C)CNC(=O)COC(=O)c1c2c(nc3ccccc13)/C(=C\c1cccs1)CC2,11,-7,2,12,6,6,1,-19,-6
COCc1cc(C)nc(OCC(=O)N/N=C/c2ccc(C)o2)c1C#N,-1.2,5,-5,-4,-6,1,0,0,7
Fc1ccc(NC(=S)NCCc2ccccn2)cc1,1.3,2,-1,3,0,0,-1,1,-6
COc1ccccc1CN1CCN(S(=O)(=O)c2ccccc2)CC1,-1.9,6,-12,3,-8,0,-4,-5,2
NC(=O)CC(NC(=O)c1ccc(Br)cc1)c1ccc(NC2CCCCCCC2)c([N+](=O)[O-])c1 (stereo not given),0.1,-11,17,10,-4,1,2,1,9
C/C(=N\NC(N)=O)C1CC(CC(C)C)C(=O)O1 (stereo not given),-3.4,-6,5,-1,-9,1,-2,-2,4
CN(C)c1ccc(NC(=O)Nc2csc3ccccc23)cc1,-0.9,1,-7,10,-1,6,-1,-8,-5
COCC(=O)N1CCC(Oc2ccc(C(=O)NCCCn3cccn3)cc2)CC1,3.6,2,5,3,1,1,-3,-3,-2
O=C1OC[C@H]2CCCN2C(=O)[C@@H](CC(=O)N(CCO)Cc2ccccc2)C/C=C\C[C@H]1Cc1ccc(F)cc1,-3.6,-2,-13,6,-7,11,0,-2,-1
Cc1cc(NC(=O)c2ccc(S(=O)(=O)N3CCc4ccccc43)cc2)no1,0.3,-10,3,7,1,5,-5,-8,-9
COc1ccc(CNC(=O)c2cc(C3CC3)nc3c2cnn3C(C)C)cc1OC,1.2,8,-7,3,-1,8,-1,0,0
COc1cc(NC(=O)COc2cccc(OC)c2)cc(OC)c1,-1.6,7,-28,5,-7,4,-2,-3,5
O=C1CCCC2=C1C(c1ccncc1)c1c(nc(SCc3ccccc3Cl)[nH]c1=O)N2 (stereo not given),0.1,0,-19,6,2,-1,-11,-23,11
O=C(Cn1cc(C(F)(F)F)cc(Cl)c1=O)Nc1cc(S(=O)(=O)N2CCOCC2)ccc1Cl,-3.5,9,-13,-1,-10,2,-3,11,12
CC(=O)NC12CC3CC(C1)CC(C(=O)Nc1nc4c(C)cccc4s1)(C3)C2,-1.3,10,-11,8,4,3,-5,-6,0
Cc1nn(C)c(Oc2cccc(Cl)c2)c1C(=O)Nc1ccc(F)cc1F,0.2,9,-12,0,4,-4,-5,3,9
COc1ccccc1-c1cc2nc(C)c(CCC(=O)NCc3ccc(F)cc3)c(C)n2n1,-1.9,13,-22,-9,1,-1,1,9,16

# Records above printed as active in CHRM4 PAM.
SMILES,CRFBP-R2 agonist,M1 PAM,M1 antag,CHRM5 antagonist,M4 antag,CHRM4 agonist,CHRM5 agonist,CHRM5 PAM,CHRM4 PAM
CCN(CC(=O)Nc1c(F)cccc1F)C(=O)c1ccc2c(c1)OCCO2,-2.0,14,-3,1,-21,2,1,2,37*

# (continued)
SMILES,CRFBP-R2 agonist,M1 PAM,M1 antag,CHRM5 antagonist,M4 antag,CHRM4 agonist,CHRM5 agonist,CHRM5 PAM,CHRM4 PAM
COc1cccc(C(=O)COC(=O)CCC(=O)c2ccccc2)c1,-0.7,11,-9,10,-10,0,-4,-1,0
CCOc1cc(CN2CCN(c3ccc(C(C)=O)cc3)CC2)ccc1OC,0.7,14,-20,-7,-3,3,0,-5,7
N#C/C(=C\c1c(F)cccc1Cl)C(=O)NC1CC1,-0.9,5,3,-2,-1,1,-3,1,-2
O=C(CN1CCN(c2ccccc2)CC1)Nc1ccccc1C(=O)NCCc1ccccc1,-0.9,-3,10,13,11,13,-1,-9,-7
Cc1ccc(C(=O)OCC(=O)NC(=O)Cc2ccccc2)c(O)c1,1.4,-9,23,13,3,2,-2,-4,-4
Cc1onc(-c2ccccc2)c1C(=O)Nc1ccc(Br)cc1Cl,-2.4,11,0,18,-5,0,-5,-6,6
CCOC(=O)c1c(NC(=O)c2ccn(CC)n2)sc2c1CCC2,0.6,4,1,12,-5,1,-5,4,5
CC(C)(C)C(=O)Nc1nc(-c2ccc3c(c2)OCO3)cs1,-7.1,3,5,-3,0,5,-13,-10,2
Cc1ccc(NC(=O)CS(=O)CC(=O)NCCCc2ccccc2)cc1Cl (stereo not given),-1.6,5,-25,-13,-4,5,0,3,2
CS(=O)(=O)c1ccccc1-c1nc(-c2cc(C(F)(F)F)cc(C(F)(F)F)c2)no1,5.3,8,-17,3,0,0,-1,0,7
NC(=O)Cn1nnc(-c2ccc(NC(=O)c3ccc(F)cc3)cc2)n1,1.7,1,-1,-3,-9,2,0,-2,5
c1ccc(-n2ncc3c(NC4CCCCCC4)ncnc32)cc1,-0.5,1,-10,-5,-16,0,-3,-2,2
O=C(NCc1ccccn1)c1cccc(S(=O)(=O)Nc2ccc(F)cc2)c1,-1.3,2,-2,5,-8,7,5,-4,1
COC(=O)[C@]12CCCCC=C1N(CCc1ccc(OC)c(OC)c1)C(=O)[C@H](CC(=O)NCc1cccc(C(F)(F)F)c1)C2,·,·,·,6,-6,27,4,-14,-2
CCC(=O)N1CCN(c2ccc(Cl)cc2NC(=O)c2ccc([N+](=O)[O-])o2)CC1,0.9,5,-2,16,0,4,-3,-2,3
CCCCc1ccc(NC(=O)N[C@@H](CC(C)C)C(=O)O)cc1,-1.1,5,-19,6,3,0,-2,4,-3

# Filtered by structure: the entries above containing an NH in an aromatic ring (three)
SMILES,CRFBP-R2 agonist,M1 PAM,M1 antag,CHRM5 antagonist,M4 antag,CHRM4 agonist,CHRM5 agonist,CHRM5 PAM,CHRM4 PAM
CC(C)c1ccc(NC(=O)C2CCCN(S(=O)(=O)c3cnc[nH]3)C2)cc1 (stereo not given),2.6,3,-7,-3,10,0,3,-3,1
CC(C)(Oc1ccc(Cl)cc1)C(=O)OCc1nc2ccsc2c(=O)[nH]1,-2.2,-4,5,-2,-4,0,-3,9,9
O=C1CCCC2=C1C(c1ccncc1)c1c(nc(SCc3ccccc3Cl)[nH]c1=O)N2 (stereo not given),0.1,0,-19,6,2,-1,-11,-23,11

# Outcome played no part in choosing rows. About 2.8% of those tested had a hit in this group.
